PI4K2A block – inhibitors of human PI4K2A; purified PI4K2A, ADP-Glo luminescence, 1 h; active compounds read low; activity change, negative = inhibition, % at 76.9 µM; hit rate 0.13% among 420,000; AID 1346378; in the data active = activity change below about -50%; inconclusive = mostly about -30% to -49%;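 also: -100% = wells without enzyme as full effect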
Target sequence (Q9BTU6 whole entry, looked up): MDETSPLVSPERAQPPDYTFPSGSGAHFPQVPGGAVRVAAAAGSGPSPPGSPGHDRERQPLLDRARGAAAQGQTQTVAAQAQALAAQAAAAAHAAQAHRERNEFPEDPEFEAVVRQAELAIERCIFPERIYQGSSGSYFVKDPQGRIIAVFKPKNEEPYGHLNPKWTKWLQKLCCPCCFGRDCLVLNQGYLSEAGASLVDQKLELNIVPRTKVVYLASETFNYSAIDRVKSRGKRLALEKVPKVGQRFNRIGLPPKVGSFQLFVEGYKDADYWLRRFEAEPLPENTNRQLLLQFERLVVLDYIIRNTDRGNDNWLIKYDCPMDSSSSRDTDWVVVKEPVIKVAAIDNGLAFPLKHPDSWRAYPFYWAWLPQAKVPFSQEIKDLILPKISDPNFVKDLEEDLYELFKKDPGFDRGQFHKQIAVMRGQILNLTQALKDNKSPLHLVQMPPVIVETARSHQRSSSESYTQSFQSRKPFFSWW
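Compounds are screened against recombinant PI4K2A using PI as substrate and ATP, the latter dispensed at 300 microM. Reactions run one hour at ambient temperature before ADP-Glo detection; full inhibition defined by wells lacking enzyme.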
LDHA inh – LDHA (human) enzyme inhibition; P00338; activity change, % (values are at about 110 or 230 µM); hit rate 0.15% among 480,000; AID 1347041; purified LDHA, NADH/diaphorase-resazurin fluorescence; active compounds read low; in the data active = activity change below about -30%; inconclusive = mostly about -25% to -30%;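 also: plate controls were DMSO wells for no effect and wells without enzyme for full effect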
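Human LDH5 at 2 nM final in Tris HCl pH 7.4 with 0.06 mM NADH and 0.2 mM pyruvate, reacted 5 minutes at room temperature. Remaining NADH coupled via diaphorase/resazurin; resorufin fluorescence read at 0 and 20 minutes, normalized to enzyme-free and DMSO wells.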
USP1-UAF1 inh – USP1/UAF1 (human) deubiquitinase inhibition; O94782; hit rate 0.23% among 390,000; Potency, µM (highest dose often 57.1 µM), inactives show top-dose activity change, negative = inhibition, most hits filed as inhibitors; AID 743255; recombinant USP1/UAF1, Ub-Rhodamine cleavage fluorescence; also: potency is read from the fitted curve at half-maximal effect; % is scaled to controls: 0 for no effect and ±100 for the full control effect; nearly all actives have a fitted effect of over 60% in size; inactives centre near -12
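1 nM enzyme complex + cpd, 15 min RT; start with Ub-Rho 150nM final; kinetic fluorescence ex 480/em 540, 6 reads q60 s. Buffer 50mM HEPES pH 7.8, 0.5mM EDTA, 0.1 mg/ml BSA, 1mM TCEP, 0.01% Tween-20.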
Glioma ERSR ind – ER stress response induction in glioma; Potency, µM, for the others: top-dose activation, most hits filed as activators; AID 602332; hit rate 0.02% among 420,000; U87-MG GRP78 promoter luciferase reporter, 16 h; also: potency is read from the fitted curve at half-maximal effect; series mostly up to about 76 µM; % of control where 0% means no effect; nearly all actives have a fitted effect of over 35% in size
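Stably transfected U87-MG glioma cells carrying a GRP78-based luciferase sensor; 16 h compound incubation. Luminescence end-point read 10 min after Bright-Glo addition at room temperature.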
TrxR1 substrate – rat thioredoxin reductase 1 substrate activity. O89049. purified TrxR1 substrate turnover, NADPH consumption readout. Potency, µM (titrated, usually from 114 µM), for inactives: top-dose activity change, negative = substrate turnover. hit rate 0.01% among 390,000; also: potency is read from the fitted curve at half-maximal effect; % is scaled to controls: 0 for no effect and ±100 for the full control effect; nearly all actives have a fitted effect of over 50% in size
Target sequence (O89049 whole entry, looked up): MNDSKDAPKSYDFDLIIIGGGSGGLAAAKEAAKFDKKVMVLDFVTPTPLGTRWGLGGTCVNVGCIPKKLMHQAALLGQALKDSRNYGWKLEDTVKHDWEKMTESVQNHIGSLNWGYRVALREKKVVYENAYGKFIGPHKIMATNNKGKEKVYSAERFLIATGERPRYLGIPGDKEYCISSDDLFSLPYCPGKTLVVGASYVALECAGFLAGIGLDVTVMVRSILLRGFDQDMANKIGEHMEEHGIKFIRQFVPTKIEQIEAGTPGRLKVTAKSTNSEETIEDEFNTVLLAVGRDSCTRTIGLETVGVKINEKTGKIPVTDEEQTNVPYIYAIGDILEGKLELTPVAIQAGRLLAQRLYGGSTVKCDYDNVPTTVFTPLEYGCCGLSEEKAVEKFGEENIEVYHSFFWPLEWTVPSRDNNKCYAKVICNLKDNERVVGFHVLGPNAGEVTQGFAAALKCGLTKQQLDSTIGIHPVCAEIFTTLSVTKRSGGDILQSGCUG
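Rat TrxR1, dispensed at 90 nM, was prereduced with 400 uM NADPH (final) for 5 min at ~22 deg C, then incubated with compound 15 min before 400 uM selenite. A first-read NADPH fluorescence drop versus no-compound background flagged substrates.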
RXFP1 agonist – agonists of human relaxin receptor RXFP1; Potency, µM (titrated, usually from 57.5 µM), for the others: at the highest dose activation, most hits filed as activators; HEK293T-RXFP1 cAMP TR-FRET, 30 min; response scale: percent of porcine relaxin response, buffer zero; hit rate 0.3% among 370,000; also: potency is read from the fitted curve at half-maximal effect; % is scaled to controls: 0 for no effect and ±100 for the full control effect; nearly all actives have a fitted effect of over 60% in size; many of its hits are not listed in these tables
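cAMP rise read by TR-FRET after 30 min, 37C compound exposure (up to 58 uM) in RXFP1-transfected HEK293 cells with Ro 20174 present. EC50 from Hill-equation fits, with 29 nM porcine relaxin as 100% and buffer as basal.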
Vif-APOBEC3G blk – inhibitors of Vif-APOBEC3G interaction. Q9HC16. HeLa A3G-eYFP + Vif (tagged APOBEC3G with the HIV-1 protein that degrades it), YFP fluorescence, overnight. Potency, µM (series often up to 46.1 µM), inactives show at the highest dose activity, negative = active, hits mostly inhibitors. hit rate 0.076% among 410,000;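 also: potency is read from the fitted curve at half-maximal effect; % is scaled to controls: 0 for no effect and ±100 for the full control effect; nearly all actives have a fitted effect of over 60% in size; hits raise eYFP signal because A3G escapes Vif-driven loss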
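Read-out is eYFP fluorescence (Ex 488/Em 500-530) from Vif-expressing HeLa A3G-eYFP cells; more signal means A3G escaped Vif-mediated degradation. Cells plated overnight, compound pinned in, incubated overnight at 37 deg C.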
Vif-A3F inh – inhibitors of Vif-A3F interaction | HeLa A3F-eYFP + Vif (tagged APOBEC3F with the HIV-1 protein that degrades it), YFP fluorescence increase | AID 602313 | hit rate 0.2% among 390,000 | Potency, µM (highest dose often 46.1 µM), inactives show top-dose activity, negative = active; also: potency is read from the fitted curve at half-maximal effect; % of control where 0% means no effect; nearly all actives have a fitted effect of over 65% in size
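Fluorescence increase (Ex 488/Em 500-530) after overnight compound treatment at 37 deg C flags inhibition of Vif-driven A3F-eYFP loss in stable HeLa A3F-eYFP/Vif cells seeded overnight beforehand.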
IDH1 R132H inh – inhibitors of human mutant IDH1 R132H; O75874; IDH1-R132H enzyme, NADPH consumption, diaphorase/resazurin fluorescence; Potency, µM (top dose mostly 76.6 µM), without a hit: top-dose activity change, negative = inhibition, most hits filed as inhibitors; hit rate 0.093% among 390,000; AID 602179; also: potency is read from the fitted curve at half-maximal effect; % is scaled to controls: 0 for no effect and ±100 for the full control effect; nearly all actives have a fitted effect of over 65% in size
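IDH1-R132H (0.5 ug/mL) preincubated 30 min with compound, then NADPH (0.016 mM) and alpha-KG (2 mM) added; 80 min at RT, pH 7.5. Remaining NADPH coupled via diaphorase/resazurin to fluorescence (540/590 nm); concentration-response curves normalized to no-enzyme control.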
The depositor's hits bear a star; ? = inconclusive; / = not tested or not shown; & = joins results of further samples; [ ] = remark or other dose. Unless noted, calls follow the shape of the dose curve; as a rule, active = well fitted curve in the direction sought with a large enough effect; inconclusive = small, poorly fitted or top-dose-only effect, or another doubt; inactive = no such curve, though single readings can be large; an effect the other way counts as inactive or inconclusive. Some of the compounds tested (hit frequency here may not be typical).

molecule	PI4K2A block	LDHA inh	USP1-UAF1 inh	Glioma ERSR ind	TrxR1 substrate	RXFP1 agonist	Vif-APOBEC3G blk	Vif-A3F inh	IDH1 R132H inh
O=C(Nc1ccccc1N1CCOCC1)c1cccc(S(=O)(=O)Nc2ccccc2F)c1	-1	-5	-20%	1%	-8%	0.1%	2%	2%	2%
CCCCOc1ccc(C(=O)Oc2ccc(C)nc2)cc1	-6	-5	-25%	-2%	-12%	2.0%	1%	-26%	8%
CCn1c(CSCc2ccc(C)cc2)n[nH]c1=S	0	-6	-12%	-2%	6%	-2.3%	7%	6%	2%
CC1=CC(C)(C)NC(=S)N1c1ccc(C)cc1C	-1	-5	3%	-2%	17%[57.1 µM]	0.2%	1%	?	16%
CC(C)Oc1cccc(C(=O)N2CCCC2)c1	1	-6	-25%	-1%	0%	2.8%	0%	2%	-11%
COc1ccccc1OCC(=O)Nn1c(=S)[nH]c2ncccc2c1=O	0	-4	-1%	-2%	-11%	1.0%	0%	-5%	0%
O=C(CSc1nnc(-c2ccccc2O)n1-c1ccccc1)Nc1cccc(C(=O)O)c1	5	8	-24%	0%	2%[57.1 µM]	1.3%	-10%	1%	5%
COc1ccc(C(C)=O)cc1COC(=O)c1ccc(N)c([N+](=O)[O-])c1	-12	-9	-12%	-7%	11%[57.1 µM]	1.1%	-6%	-15%	4%

Remaining list, next part.
molecule	PI4K2A block	LDHA inh	USP1-UAF1 inh	Glioma ERSR ind	TrxR1 substrate	RXFP1 agonist	Vif-APOBEC3G blk	Vif-A3F inh	IDH1 R132H inh
CCCCCCCCCCSc1n[nH]c(N)n1	-13	9	-30%	5%	-4%	-0.7%	8%	?	9%
CC(Oc1ccccc1)C(=O)N1CCN(c2ccc(N3CCCCC3)nn2)CC1 (configuration not stated)	-2	-6	0%	-2%	19%	2.2%	1%	3%	5%
O=C(Nc1ccccc1N1CCOCC1)c1cccnc1Cl	3	1	0%	-2%	6%[57.1 µM]	-0.7%	-4%	-9%	1%
O=C(c1ccc([N+](=O)[O-])cc1)N1CCSC1c1ccc(Cl)cc1 (configuration not stated)	2	-1	-20%	-4%	2%	-0.1%	-4%	0%	-6%
CCCSc1ncc(Cl)c(C(=O)NCc2ccc(OC)cc2)n1	-2	-4	15%	/	7%	3.3%	/	/	/
COc1ccc(OC(F)(F)F)cc1CC1(C)C(=O)Nc2ccc(S(=O)(=O)NC3CCCCC3)cc21 (configuration not stated)	1	0	/	0%	/	/	-3%	/	/
CC(=O)c1cc2c(cc1N/C(=N/S(=O)(=O)c1ccc(C)cc1)c1ccc(Cl)cc1)OCO2	1&3	-2&-2	-15%&-6%	-3%&-2%	6%[57.1 µM]	1.1%&27%	3%&-1%	1%&-2%	-5%&-8%
O=C(Nc1ccc2c(c1)OCCO2)C1CCCN1C(=O)Nc1ccccc1 (configuration not stated)	-1	-6	-19%	-3%	2%[57.1 µM]	4.5%	-3%	1%	-5%

Continuation.
molecule	PI4K2A block	LDHA inh	USP1-UAF1 inh	Glioma ERSR ind	TrxR1 substrate	RXFP1 agonist	Vif-APOBEC3G blk	Vif-A3F inh	IDH1 R132H inh
O=C(CSCC(=O)Nc1ccccc1)N/N=C/c1c(O)ccc2ccccc12	4	4	3%	-7%	-13%	2.4%	-9%	0%	9%
Cc1nc2c(OCc3ccc(C(F)(F)F)cc3)cccn2c1N(C)Cc1cccs1	4	-5	/	19%	/	/	?	/	/
Cc1c(C(=O)OCC(=O)Nc2ccc(S(N)(=O)=O)cc2)oc2c1ccc1ccccc12	-2	-12	-17%	-9%	11%[57.1 µM]	?	-8%	3%	-4%
CC[C@@H](C)[C@H](NC(=O)C1CCN(C(=O)[C@@H](NS(=O)(=O)c2ccc(C)cc2)C(C)C)CC1)C(=O)O	-3	-6	5%	-1%	-5%	0.3%	-1%	/	3%
O=C(CCCn1c(=O)[nH]c2ccsc2c1=O)NCc1cccs1	11	-3	-7%	-4%	0%	-2.0%	-4%	-1%	3%
Fc1ccc(NC(=S)N2CCN(C/C=C/c3ccccc3)CC2)c(F)c1	-12	-3	-2%	1%	-3%	0.0%	4%	0%	-5%
Cc1ccc(-n2nc3ccc(N)cc3n2)c(C)c1	7	5	-12%	-11%	178%[activator]	7.3%	0%	-5%	11%
CCOc1ccc(S(=O)(=O)NCCC(=O)N2CCC(Cc3ccccc3)CC2)cc1	6	-7	-23%	-3%	-15%	-1.1%	0%	2%	-3%

For convenience, part of the list above:
molecule	PI4K2A block	LDHA inh	USP1-UAF1 inh	Glioma ERSR ind	TrxR1 substrate	RXFP1 agonist	Vif-APOBEC3G blk	Vif-A3F inh	IDH1 R132H inh
O=C(Nc1ccccc1N1CCOCC1)c1cccc(S(=O)(=O)Nc2ccccc2F)c1	-1	-5	-20%	1%	-8%	0.1%	2%	2%	2%
CCCCOc1ccc(C(=O)Oc2ccc(C)nc2)cc1	-6	-5	-25%	-2%	-12%	2.0%	1%	-26%	8%
CCn1c(CSCc2ccc(C)cc2)n[nH]c1=S	0	-6	-12%	-2%	6%	-2.3%	7%	6%	2%

Carrying on:
molecule	PI4K2A block	LDHA inh	USP1-UAF1 inh	Glioma ERSR ind	TrxR1 substrate	RXFP1 agonist	Vif-APOBEC3G blk	Vif-A3F inh	IDH1 R132H inh
COC(=O)C(C(=O)OC)=C(/C=C/C=C/N(C)C)N(C)C	0	10	-12%	-3%	-20%	1.6%	2%	-9%	2%
O=S(=O)(c1ccccc1)N1CCC(O)(CSc2ccc(F)cc2)CC1	-9	-4	-7%	-4%	6%[57.1 µM]	2.8%	2%	14%	5%
O=C1CC(c2ccc(F)cc2)C2=C(CCCC2=O)N1 (configuration not stated)	1	-3	-2%	-3%	11%[57.1 µM]	-0.5%	-6%	6%	2%
COc1ccc(NC(=O)c2cc(-c3ccccc3O)no2)cc1	-3	0	-12%	2%	-8%	-1.3%	-2%	-7%	0%
Cc1[nH]n(-c2ccccc2)c(=O)c1C(=O)c1ccccc1	-5	5	-13%	1%	3%[11.4 µM]	0.7%	-4%	10%	4%
CN(C(=O)COC(=O)c1ccc([N+](=O)[O-])cc1Cl)C1CCCCC1	-2	1	-24%	4%	-6%	0.5%	3%	-17%	-3%
CC(C)=CC(=O)N1CCCc2ccccc21	0	-12	-10%	-2%	6%	-0.7%	1%	-2%	5%
COc1ccc2c(Sc3ccc(C)cc3)c(C(=O)NCC(C)c3ccccc3)[nH]c2c1 (configuration not stated)	3	3	-17%	-1%	2%	-2.4%	-1%	-16%	13%

(more compounds)
molecule	PI4K2A block	LDHA inh	USP1-UAF1 inh	Glioma ERSR ind	TrxR1 substrate	RXFP1 agonist	Vif-APOBEC3G blk	Vif-A3F inh	IDH1 R132H inh
CCn1c(O)c(N=NC(=O)CNC(=O)Cc2ccccc2)c2ccccc21	2	2	-14%	-6%	-9%	2.8%	-8%	-16%	0%
C/C(=N/NS(=O)(=O)c1ccccc1)c1ccc(NC(=O)C2CC2)cc1	-4	-14	-27%	-1%	-1%[57.1 µM]	3.1%	-3%	-5%	19%
O=C(Oc1ccc2c(c1)OCO2)c1cc2c(s1)CCC2	-14	2	-15%	-13%	0%	0.0%	0%	6%	4%
Nc1nc(NC2CCCCC2)nc(NCCO)c1[N+](=O)[O-]	1	-9	-14%	-5%	-21%	-1.3%	5%	-23%	-3%
Cc1ccc(-c2nc(CN(C)Cc3cccc4cnccc34)c(C)o2)s1	4	3	-11%	-1%	6%	-3.7%	1%	-5%	2%
COC(=O)c1ccc(Oc2cc(C)nc(-n3nc(C)cc3C)n2)cc1	6	-7	-6%	-6%	9%	0.4%	?	-7%	2%
COc1ccc(F)cc1S(=O)(=O)N1CCCC(C)C1 (configuration not stated)	2	-2	-7%	-4%	10%	2.8%	-1%	6%	4%
COc1ccc(Nc2nc3ccccc3n2C)cc1	-8	-7	-13%	0%	8%[57.1 µM]	-4.4%	1%	2%	0%

(list continues)
molecule	PI4K2A block	LDHA inh	USP1-UAF1 inh	Glioma ERSR ind	TrxR1 substrate	RXFP1 agonist	Vif-APOBEC3G blk	Vif-A3F inh	IDH1 R132H inh
O=[N+]([O-])c1cccc(C(=S)N2CCCC2)c1	-5	-8	-8%	2%	-3%[57.1 µM]	-1.2%	1%	2%	-3%
O=C(N/C(=C/c1ccc(F)cc1)C(=O)N1CCCCC1)c1ccco1	13	-7	-18%	3%	1%	-0.6%	-1%	-5%	-11%
CCCCn1cc(S(=O)(=O)c2ccc(Cl)cc2)c(=O)c2cc(F)c(N3CCCC(C)C3)cc21 (configuration not stated)	1	-2	-7%	-3%	7%	0.4%	-2%	-2%	36%[activator]
CCOC(=O)C1(Cc2ccccc2)C(=O)N(CCCN(C)C)c2ccccc21 (configuration not stated)	-2	-13	-1%	-3%	-1%[57.1 µM]	/	3%	-6%	7%
CN(C)c1ccc(C(=O)NCc2ccc3c(c2)CCN3C(=O)c2ccc(Cl)cc2)cc1	-5	-10	-9%	-3%	-12%[57.1 µM]	-1.3%	3%	-8%	7%
Cc1nn(C)c(C(=O)N/N=C/c2cc3c(cc2Br)OCO3)c1Br	0	-6	-6%	0%	6%	0.6%	-8%	2%	6%
CC(C)CCn1c(=O)c2ccccc2n2c(CN3CCOCC3)nnc12	0	-3	-16%	-5%	-3%	2.9%	1%	-2%	9%
Cc1nc2sc3c(c2c(=O)o1)CCC3	5	-4	-10%	-6%	7%[57.1 µM]	0.6%	0%	-6%	2%

Source: PubChem
